# HepG2 tox – counter-screen for TGF-b inhibitors: cytotoxicity in HepG2 cells. HepG2 CAGA-GFP viability, ATP luminescence, 18 h. Potency, µM (doses to about 46.1 µM), for the others: at the top dose activity change, negative = cytotoxicity, actives largely listed as cytotoxic. actives 0.76% (n = 410,000). AID 588856; also: potency is read from the fitted curve at half-maximal effect; some results filed as inactive show a strong effect at the top dose
#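 HepG2 CAGA-GFP cells (1000/well, DMEM with 1% FBS) received compound, then TGF-beta at 500 pg/mL final, and were incubated 18 hours at 37 degrees C. Viability was read by CellTiter-Glo luminescence. Media-only wells were set as complete cell-killing and DMSO as no toxicity.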
# A549 viability – A549 cytotoxicity, counter-screen for Nrf2 inhibitors | A549 ARE-Fluc cells, CellTiter-Fluor viability, 18-24 h | Potency, µM (doses to about 46 µM), without a hit: at the top dose activity change, negative = cytotoxicity, most hits filed as inhibitors | actives 0.16% (n = 390,000) | AID 504648; also: potency is read from the fitted curve at half-maximal effect; % is scaled to controls: 0 for no effect and ±100 for the full control effect
#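 Cytotoxicity counterscreen: CellTiter-Fluor fluorescence was measured in A549 ARE_Fluc cells after 18-24 h of compound exposure in a concentration series. The subsequent BugLite luminescent read reports ARE-luciferase activity.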
# TGFb SMAD3 inh – blocks TGF-b signaling | HepG2 CAGA-GFP TGF-b/SMAD3 reporter, GFP fluorescence, 18 h; TGF-beta stimulated, 500 pg/mL final | Potency, µM (series often up to 46.1 µM), inactives show at the highest dose activity, negative = inhibition, most hits filed as inhibitors | actives 1.2% (n = 410,000) | AID 588855; also: potency is read from the fitted curve at half-maximal effect; % is scaled to controls: 0 for no effect and ±100 for the full control effect; nearly all actives have a fitted effect of over 65% in size
#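 Read-out: total well GFP (ex488/em500-530) summed from mean per-cell fluorescence. Cells: HEPG2 CAGA-GFP, 1% FBS DMEM, 18 h at 37 degrees C with 500 pg/mL final TGF-beta. Unstimulated wells served as the full-inhibition control; stimulated DMSO wells = 0%.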
# MmCpn inh – inhibitors of Methanococcus maripaludis chaperonin (MmCpn); actives 0.031% (n = 330,000); Potency, µM (titrated, usually from 76.9 µM), inactives show at the highest dose activity, negative = inhibition, usual class: inhibitors; purified Mm-Cpn ATPase, ADP Transcreener TR-FRET; also: potency is read from the fitted curve at half-maximal effect; % is scaled to controls: 0 for no effect and ±100 for the full control effect; nearly all actives have a fitted effect of over 80% in size
#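 Quantitative HTS used 25 nM Mm-CPN and 10 uM ATP in magnesium/KCl Tris buffer, pH 7.4, with 1 mM DTT. Hydrolysis ran 30 min at 37°C; ADP was read by HTRF.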
# Nrf2 ARE act – activators of Nrf2 (ARE) signaling. AREc32 ARE-luciferase reporter (MCF7-derived line), luminescence, 24 h. Potency, µM (highest dose often 46.1 µM), without a hit: at the top dose activation, hits mostly activators. actives 0.31% (n = 410,000); also: potency is read from the fitted curve at half-maximal effect; % of control where 0% means no effect; nearly all actives have a fitted effect of over 65% in size
#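 AREc32_Fluc, 1000 cells/well, OPTI-MEM + 5% FBS, o/n 37 deg C 5% CO2; 23 nL cpd by pin tool, 24 hr; Steady-Glo 30 min RT, luminescence.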
# CCT modulator – modulators of cytosolic chaperonin (CCT/TRiC) activity | actives 0.3% (n = 360,000) | activity change, % (no concentration beside the values), hits read low | purified chaperonin ATPase assay, HTRF ADP detection, 30 min; in the data active = activity change below about -30%; also: % is scaled to controls: 0 for no effect and ±100 for the full control effect
#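 First, chaperonin was dispensed at 40 nM or 20 nM final depending on batch activity. Next, compounds were pinned at 76 uM and ATP added at 10 uM. After 30 min at 37 °C, ADP detection reagents ran 30 min at ambient temperature.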
# Nrf2 inh – inhibitors of Nrf2 signaling | A549 ARE-Fluc reporter, luciferase luminescence, 18-24 h | actives 2.1% (n = 360,000) | Potency, µM (series often up to 46 µM), for inactives: top-dose activity change, negative = inhibition, hits mostly inhibitors; also: potency is read from the fitted curve at half-maximal effect; % is scaled to controls: 0 for no effect and ±100 for the full control effect; nearly all actives have a fitted effect of over 60% in size
#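 Quantitative HTS in A549 cells stably bearing an antioxidant response element-firefly luciferase construct. Inhibition of Nrf2-driven transcription was scored by luminescence after 18-24 h of compound exposure at 37 °C.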
# pAkt inh – blocks phosphorylation of Akt; actives 0.32% (n = 360,000); AID 651550; activity change, % for hits at 50 µM; Neuro2A IGF-stimulated pAkt S473 HTRF, 20 min; hits give low values; in the data active = activity change below about -80%; inconclusive = mostly about -51% to -80%; also: % is scaled to controls: 0 for no effect and ±100 for the full control effect
#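 Single-point screen (50 µM final compound) in Neuro2A cells stimulated 20 min with 6 nM IGF at 37 deg C. After lysis, Ser473-phosphorylated Akt read by HTRF (ex 330 nm, em 615/665 nm) as the 665/615 ratio.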
# S2 tox – reduces viability in counter-screen for ATXN expression inhibitors. Potency, µM (doses to about 56.7 µM), hits mostly cytotoxic. S2 cells (HEK-293 line with an ATXN2-luciferase reporter) viability, CellTiter-Fluor protease fluorescence, 24 h. actives 0.49% (n = 400,000). AID 651635; also: potency is read from the fitted curve at half-maximal effect; nearly all actives have a fitted effect of over 40% in size
# The depositor's hits bear a star; i = inactive; ? = inconclusive; . = not tested or not shown; & = joins results of further samples; [ ] = another dose, or the depositor's remark. Unless noted, calls follow the shape of the dose curve; as a rule, active = well fitted curve in the direction sought with a large enough effect; inconclusive = small, poorly fitted or top-dose-only effect, or another doubt; inactive = no such curve, though single readings can be large; an effect the other way counts as inactive or inconclusive. The order is random; 4.4% or so of the library scored in one or more.
SMILES,HepG2 tox,A549 viability,TGFb SMAD3 inh,MmCpn inh,Nrf2 ARE act,CCT modulator,Nrf2 inh,pAkt inh,S2 tox
Cc1ccsc1C(=O)N1CCC1(C)C(=O)NS(=O)(=O)c1ccc(Br)cc1 (centres undefined),4%,.,-16%,.,-1.3%,-2.7,.,i,i
Cc1cc2ncn(CS(C)(=O)=O)c2cc1C,2%,3%,3%,1%,-0.5%,0.1,-2%,i,i
O=C1NC[C@@H](CCCCN2CCN(CCc3ccccc3)C(=O)C2=O)N(CCc2ccc(O)cc2)C1=O,.,.,.,.,-0.4%,-0.5,.,i,i
Cc1nc(NC(=O)C(Cl)Cl)sc1C(=O)N(C)C,-11%,0%,14%,1%,2.7%,-2.8,-7%,i,i
Cc1ccc(-c2noc(CCC(=O)NCCc3ccccc3Cl)n2)cc1,-1%,-7%,7%,1%,3.4%,-7.3,?,i,?
COc1ccc(-c2noc(CCC(=O)Nc3cccc(C)c3)n2)cc1,-32%,-21%,1%,0%,-0.3%,-2.1,?,i,i
COc1cc(NC(=O)CSc2nc(C)c(C)c(C)n2)c(C)cc1[N+](=O)[O-],-1%,1%,-1%,-14%,5.9%,1.0,3%,i,i
C/C(=N/NS(=O)(=O)c1ccc(Cl)cc1)c1cccc(NC(=O)c2ccc(Cl)cc2Cl)c1,3%,-8%,28%,-1%,3.3%,2.2,8%,i,i
O=C(CCl)N(CCCNC(=O)C(F)(F)F)c1ccc([N+](=O)[O-])cc1,16µM*,-5%,?,3%,?,-0.7,-12%,i,?
O=C(NNC(=S)Nc1cccc(C(F)(F)F)c1)c1ccccc1Cl,-84%,3%,14µM*,-6%,-0.2%,-1.0,-25%,i,i
Cc1cccc(NC(=O)C(CC(C)C)NC(=O)C2CCC(C)CC2)n1 (centres undefined),3%,4%,1%,-1%,1.6%,0.6,?,i,i
CSc1nn2cc(CCN3CCOCC3)c(-c3ccc(F)cc3)nc2c1C#N,-4%,0%,-23%,-1%,-0.1%,-0.6,?,i,i
COc1ccc(C(CNC(=O)c2cc3c(s2)CCC(C)C3)N2CCOCC2)cc1 (centres undefined),-27%,6%,-4%,-7%,2.2%,-2.3,5%,i,i
COC(=O)c1cc(NC(=O)c2ccccc2)c(=O)oc1C/C=N\OCc1ccc(Cl)cc1Cl,-9%,1%,43%[activator],-11%,6.6%,-1.8,.,i,i
N#CC1=C(Nc2ccccc2Cl)SC2(CCCC2)NC1=O,-15%,.,?,.,3.1%,-1.0,.,i,i
CN(C)CCn1cnc2c1c(=O)[nH]c(=O)n2Cc1ccccc1,-3%,0%,24%,0%,-0.4%,-8.5,9%,i,i
CC(C)C[C@H](NC(=O)N1c2ccccc2NC(=O)[C@@H]1C(C)C)C(=O)N1CCC[C@@H]1C(=O)O,3%,0%,-1%,3%,0.1%,-2.1,1%,i,i
O=C(Cn1nc(-c2nn(CC(=O)c3ccccc3)c3[n+]2CCCCC3)[n+]2c1CCCCC2)c1ccccc1,-11%,-5%,7%,1%,-0.1%,-1.4,-7%,i,i
Cc1ccc(NC(=O)c2sc(=S)n(-c3cc(C)ccc3F)c2N)cc1,-7%,-1%,0%,1%,-0.1%,-1.2,-7%,i,i
CCCCN(C=O)c1c(CC)nc2ccc(C(=O)NCc3ccc4c(c3)OCO4)cn12,-1%,.,0%,.,0.6%,0.9,.,i,i
COc1ccccc1NC(=O)CN1C(=O)C2(OCCCO2)c2ccccc21,3%,0%,4%,0%,-0.6%,-1.9,-15%,i,i
CCC1CN(C(=O)N2CCC(C(=O)NCCc3ccccc3C)CC2)c2ccccc2O1 (centres undefined),-30%,3%,?,.,0.5%,.,?,.,.
O=C(NCCCN1CCOCC1)C(=O)NCc1ccco1,0%,10%,-1%,1%,0.0%,-0.6,8%,i,i
Cc1c(C)c2cc(Cl)c(OCC(=O)NCCCN3CCCC3=O)cc2oc1=O,-18%,.,-5%,.,7.4%,-0.2,.,i,i
CC1Cc2ccccc2N1C(=O)CCNS(=O)(=O)c1cccc2nsnc12 (centres undefined),-8%,1%,0%,-1%,-0.4%,-4.6,.,i,i
Cc1cccc(-c2cnn(-c3ccccc3)c2N)c1,7%,0%,2%,2%,0.6%,1.8,0%,i,i
Cc1cc([N+](=O)[O-])nn1CC(=O)NCc1nc2ccccc2[nH]1,20%,2%,13%,1%,0.1%,-3.7,-14%,i,i
C[N+](C)(C)CC(=O)N1CCN(c2ccc3ccccc3n2)CC1,-1%,-1%,-11%,1%,-0.3%,-1.8,-4%,i,i
O=C(Cc1c(F)cccc1Cl)NCCCn1ccnc1,2%,-1%,10%,0%,-0.3%,1.0,4%,i,i
COC(=O)[C@H](Cc1c[nH]c2ccccc12)NC(=O)Cc1c[nH]c2ccccc12,-80%,1%,0%,2%,-0.2%,-0.5,-2%,i,i
COc1ccc(CN2[C@@H](CC(=O)O)c3cc(F)ccc3S2(=O)=O)cc1,-4%&7%,3%,-18%&1%,.,-0.1%,-6.6,-23%,i,i
COc1ccc(NCC(O)COc2ccc(C(C)(C)C)cc2)cc1 (centres undefined),-43%,-5%,-24%,0%,2.8%,-2.7,-14%,i,?
COCCNC(=O)c1c[nH]c2ccc(S(=O)(=O)N3CCOCC3)cc2c1=O,2%,3%,6%,2%,-0.6%,-0.4,4%,i,i
CCOC(=O)C1CCN(CCC(=O)Nc2ccccc2OC)CC1,-13%,4%,-25%,.,0.0%,.,6%,.,i
O=C(c1ccncc1)N1CCN(S(=O)(=O)c2ccc(OC(F)(F)F)cc2)CC1,-2%,-1%,0%,-1%,-0.4%,1.3,8%,i,i
CC1C/C(=N/Nc2ccc([N+](=O)[O-])cc2[N+](=O)[O-])CC(C)(C)C1 (centres undefined),-6%,-25%,-14%,-3%,0.7%,-0.2,-24%,i,i
Cc1ccc(Sc2c(C)nn(C(=O)COc3ccccc3Br)c2C)cc1,0%,10%,6%,.,0.9%,.,13%,.,i
O=C(CN1CCCCC1)Nc1cc(Cl)ccc1Cl,-26%,4%,-7%,-1%,-0.9%,-0.9,11%,i,i
CCC(CC)C(=O)Nc1ccc2nc(SCC(=O)N3CCOCC3)sc2c1,-2%,0%,0%,.,3.9%,.,-9%,.,.
COc1ccc(CC(=O)NCc2ccco2)cc1OC,-6%,3%,12%,-1%,-0.6%,-3.4,12%,i,i
COc1ccccc1Nc1nn2c(=O)c3ccc(C(=O)NCc4ccc(F)cc4)cc3nc2s1,4µM*,?,3.2µM*,.,0.7%,.,?,.,?
C=CCn1cnc2scc(-c3ccc(C)cc3)c2c1=O,-21%,-1%,3%,0%,-0.6%,-2.3,-24%,i,i
CCC(C)NC(=O)C(Cc1ccccc1)n1cccc1 (centres undefined),-17%,0%,-11%,-1%,2.7%,-1.3,18%,i,i
Cc1ccc2nsnc2c1NC(=O)COc1ccccc1,-4%,7%,-2%,-3%,0.3%,-0.6,2%,i,i
Cc1cc(OC(C)C(=O)NCc2ccccn2)c2c(C)cc(=O)oc2c1 (centres undefined),-8%,?,-8%,-4%,0.5%,0.1,22%,i,i
O=C(NC(=S)Nc1ccc(-c2ccccc2)cc1)c1ccccc1,-10%,1%,-10%,.,9.7%,0.3,21%,i,i
CC1(C(=O)Nc2ccc3c(c2)OCO3)Cc2c(-c3cccc(C(F)(F)F)c3)ccnc2O1 (centres undefined),-29%,.,?,.,-0.3%,1.4,.,i,?
CCCCCn1c(=O)[nH]c2cc(C(=O)Nc3cc(OC)cc(OC)c3)ccc2c1=O,-10%,-14%,-10%,.,-0.6%,.,-15%[9.27 µM],.,i
CCCC(=O)Nc1ccc(NC(=S)NC(=O)c2ccccc2[N+](=O)[O-])cc1,-13%,4%,-12%,0%,0.1%,-3.5,-10%,i,i
O=C1c2ccc3c4c(ccc(c24)C(=O)N1c1ccc2ccccc2c1)CC3,-3%,?,1%,1%,0.2%,1.9,10%,i,?
COc1ccc(NC(=O)c2ccc(Cc3ccc(C)cc3)o2)cc1,2%,-6%,-23%,1%,2.4%,-0.9,?,i,i
Cc1occc1-c1nnc(SCC(=O)N2CCCCC2C)o1 (centres undefined),1%,-2%,-4%,2%,0.0%,-1.8,13%,i,i
Cc1ccc(C2=NC3(CCCCC3)N=C2SCC(=O)Nc2ccc3c(c2)OCCO3)cc1,-3%,8%,-15%,2%,18%,-0.8,1%,i,i
Cc1cc(=O)oc2cc(OCC(=O)N/N=C/c3cc([N+](=O)[O-])ccc3O)ccc12,4%,?,-3%,1%,-0.2%,1.8,?,i,i
CC(Sc1nnc(-c2ccccc2F)n1N)C(=O)NCC1CCCO1 (centres undefined),-12%,0%,7%,0%,2.6%,1.5,4%,i,i
O=C1CCCC2=C1C(c1ccc(O)cc1)c1c(ccc3ccccc13)N2 (centres undefined),-9%,-9%,-18%,0%,-0.2%,3.1,2%,i,i
Cc1ccc(S(=O)(=O)Nc2ccc3c(c2)c(C(=O)OC(C)C)c(C)n3S(=O)(=O)c2ccc(C)cc2)cc1,0%,1%,-2%,.,-0.4%,.,-20%,.,.

# An excerpt from above in order of formula weight, highest first:
SMILES,HepG2 tox,A549 viability,TGFb SMAD3 inh,MmCpn inh,Nrf2 ARE act,CCT modulator,Nrf2 inh,pAkt inh,S2 tox
Cc1cccc(NC(=O)C(CC(C)C)NC(=O)C2CCC(C)CC2)n1 (centres undefined),3%,4%,1%,-1%,1.6%,0.6,?,i,i
Cc1cc([N+](=O)[O-])nn1CC(=O)NCc1nc2ccccc2[nH]1,20%,2%,13%,1%,0.1%,-3.7,-14%,i,i
O=C(NCCCN1CCOCC1)C(=O)NCc1ccco1,0%,10%,-1%,1%,0.0%,-0.6,8%,i,i

# Screening data deposited in PubChem BioAssay by National Center for Advancing Translational Sciences (NCATS).
